INS-1E GSIS act – primary screen for activators of insulin secretion dependent on glucose, INS-1E cells, GLuc reporter luminescence; INS-1E GLuc reporter insulin secretion, 2-3 h; activation, % at 16.6 µM; 370,000 compounds, 0.61% hits; AID 743287;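 active means lowest replicate activation of at least 40%, so every replicate reaches that level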;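 further: 0% = median of neutral control wells and 100% = median of IBMX positive control wells; some compounds called inactive have numbers as strong as hits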
PglD inh – PglD (C. jejuni) enzyme inhibition | purified PglD enzyme, DTNB colorimetric CoA detection | inhibition, % at 12.5 µM | 360,000 compounds, 0.098% hits; in the data active means inhibition above about 16%, passing the limit was not always enough; further: strong numbers were not always called active
FN deposit inh – fibronectin deposition inhibition. AH1F fibroblasts, Alexa488-fibronectin deposition fluorescence, overnight. inhibition, % at 12.6 µM. 350,000 compounds, 0.086% hits;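 active means mean inhibition across replicates of 30% or more, regardless of how many single replicates reach that level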;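 further: positive control wells lacked labelled fibronectin entirely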
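Assay system: AH1F fibroblasts / Quantity: 10000 cells per well / Medium: DMEM plus 2% serum, read in PBS / Reagent: labelled fibronectin 24 nM / Dosing: single dose, pinned / Times: 1 h cell attachment, overnight exposure to compound and label / Signal: fluorescence, ex 485 nm, em 525 nm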
PGC1a acetyl inh – lowers PGC1a acetylation signal in U2OS cells | inhibition, % at 15.6 µM | 350,000 compounds, 0.17% hits | AID 651687 | AlphaScreen anti-acetyl-lysine; with virally co-expressed GCN5 acetyltransferase;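 active means every replicate shows inhibition of at least 40%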;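 further: 0% = neutral control wells and 100% = positive control wells; some results beyond the cut were filed as inactive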
miR122 inh – miR-122 inhibition in Huh7 cells; AID 602342; 340,000 compounds, 0.3% hits; activation (reporter increase), % at 12.5 µM; Huh7 miR-122 Renilla luciferase sensor, 48 h; neutral wells = 0, positive control = 100;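 active means mean replicate activation score at least 90 and every replicate individually at or above 90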;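 further: higher luciferase means less miR-122 activity so hits act as miR-122 inhibitors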
Cneo AK release – Cryptococcus neoformans lysis via adenylate kinase release; 360,000 compounds, 0.2% hits; lysis activity, % at 15 µM; C. neoformans lysis, adenylate kinase release luminescence, 4 h; normalised: neutral wells 0, clomiphene wells 100;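 active means mean lysis activity across replicates of at least 80%, whatever share of replicates individually reach that level; inactive means mean lysis activity below 80%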
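Assay system: C. neoformans cells. Amount: yeast cell density of 5 × 10^6 cells/mL. Technique: AK luminescence. Buffer or medium: YPD. Times: static 4 h at 37 °C with compound, 1 h detection. Dosing: single-point compound dose. Read-out: lysis from increased AK signal.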
Statin myotox sup – protects C2C12 myotubes from simvastatin toxicity | rescue of ATP level, % at 7.49 µM | 330,000 compounds, 0.78% hits | ATP luminescence, 48 h; scaled: DMSO 0, geranylgeraniol control 100 | AID 602340;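 active means mean ATP rescue above about 67%, or every replicate alone reaching that limit, limit read from the data, passing the limit was not always enough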;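 further: myotubes were challenged with 10 µM simvastatin during compound exposure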
CFTR F508del cor – correctors of CFTR F508del function in bronchial epithelial cells | 350,000 compounds, 0.36% hits | activity (quench increase), % at 7.58 µM | CFBE cells, YFP halide quenching; stimulated with forskolin plus potentiator P3; % fluorescence drop versus neutral controls;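 active means mean added fluorescence quench of at least 8% versus neutral control, with both replicates also reaching 8%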;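 further: cells transiently co-express mutant CFTR-F508del with the halide-sensitive YFP; corrector assay measuring rescue of mutant channel to the surface after 24 h compound exposure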
Numbers without * were called inactive; · = no result given; & = joins results of further samples; [ ] = dose if it differs, or a comment.

#	SMILES	INS-1E GSIS act	PglD inh	FN deposit inh	PGC1a acetyl inh	miR122 inh	Cneo AK release	Statin myotox sup	CFTR F508del cor
1	O=C(O)CC(NNC(=O)c1ccccc1)C(=O)Nc1cccc([N+](=O)[O-])c1 (stereo not drawn)	-9	3	13	-16	-9	1	2	-1.3
2	CC1=C(C(=O)OCCCCCl)C(c2cc3c(cc2Br)OCO3)NC(=O)N1 (stereo not drawn)	1	5	1	-8	5	-1	0	-0.6
3	O=C(C[C@H]1CC[C@@H]2[C@H](COC[C@@H](O)CN2Cc2cccc(F)c2)O1)NCC1CCCCC1	-24&-14	0	-4&5	-1	-3[16.7 µM]	1	20	-1.2&-2.1
4	COCC#Cc1ccc2c(c1)O[C@H](CN(C)C(=O)C1CCCCC1)[C@@H](C)CN([C@H](C)CO)S2(=O)=O	2	-2	·	-7	19[16.7 µM]	-1	-28	-3.1
5	C/C=C/c1cnc2c(c1)C(=O)N([C@@H](C)CO)C[C@H](C)[C@H](CN(C)S(=O)(=O)c1cn(C)cn1)O2	9	2	·	10	6[16.7 µM]	-5	6	-1.9
6	CCC(=O)N1[C@H](CO)[C@@H](c2ccc(-c3cccnc3)cc2)[C@@H]1CN(CC)C(C)=O	4	1	·	4	1[16.7 µM]	5	-9	1.4
7	C[C@@H]1CN([C@@H](C)CO)C(=O)c2cccc(NC(=O)Nc3ccc(C(F)(F)F)cc3)c2O[C@@H]1CN(C)C	4	-11	·	3	-7[16.7 µM]	-3	8	-0.9
8	CC(=O)Nc1ccc(S[C@@H](CCN2CC[C@H](C(C)(C)C)CCC2=O)c2ccccc2)cc1	-10	0	-22	·	·	-1	-25	4.8
9	CC(C(=O)N1CCCCC1)N(C)CC(=O)Nc1ccc(F)c(F)c1F (stereo not drawn)	·	-1	0	-4	-7	-3	-5	1.9
10	COc1ccccc1CN1CCCC(N2CCN(c3ccc(F)cc3)CC2)C1 (stereo not drawn)	9	-20	0	5	6	2	-4	-0.2

Part of the list above, set out differently.
Each structure is followed by: INS-1E GSIS act, PglD inh, FN deposit inh, PGC1a acetyl inh, miR122 inh, Cneo AK release, Statin myotox sup, CFTR F508del cor
[1] O=C(O)CC(NNC(=O)c1ccccc1)C(=O)Nc1cccc([N+](=O)[O-])c1 (stereo not drawn)
→ -9, 3, 13, -16, -9, 1, 2, -1.3
[9] CC(C(=O)N1CCCCC1)N(C)CC(=O)Nc1ccc(F)c(F)c1F (stereo not drawn)
→ ·, -1, 0, -4, -7, -3, -5, 1.9
[8] CC(=O)Nc1ccc(S[C@@H](CCN2CC[C@H](C(C)(C)C)CCC2=O)c2ccccc2)cc1
→ -10, 0, -22, ·, ·, -1, -25, 4.8

(list continues)
#	SMILES	INS-1E GSIS act	PglD inh	FN deposit inh	PGC1a acetyl inh	miR122 inh	Cneo AK release	Statin myotox sup	CFTR F508del cor
11	Cc1ccccc1OCC(=O)NNC(=O)CCN1C(=O)c2ccccc2C1=O	3	0	18	11	4	-4	-3	-0.2
12	CC(=O)Nc1ccc(S(=O)(=O)NC(C)C(=O)NCC(c2ccco2)N(C)C)cc1 (stereo not drawn)	4	0	2	-8	-3	-4	21	-0.1
13	COc1ccccc1NC(=O)CSc1nc2n[nH]c(C)c2c(=N)n1-c1ccccc1Cl	-36	·	·	-6	9	·	-1	·
14	C[C@@H]1CN([C@@H](C)CO)C(=O)Cc2cc(NC(=O)Nc3ccccc3)ccc2O[C@@H]1CN(C)Cc1ccc(Oc2ccccc2)cc1	5	0	·	3	-6[16.7 µM]	2	-126	-0.8
15	C[C@H](CO)N1C[C@H](C)[C@H](CN(C)Cc2ccc3c(c2)OCO3)Oc2ccc(NC(=O)CCCCCC(=O)Nc3ccccc3N)cc2CC1=O	3	2	·	-3	0[16.7 µM]	-2	103*	2.3
16	O=C(Nc1ccc(NC(=O)c2ccc([N+](=O)[O-])o2)cc1Cl)c1ccco1	-5	5	6	-7	3	4	·	-6.3
17	CCOC(=O)c1ccc(NC(=O)c2c(N)n(C)c(=O)n(C)c2=O)cc1	70	-6	-1	-2	-10	0	0	-4.1
18	C[C@@H](NC(=O)C[C@@H]1CC[C@@H](NC(=O)c2cccnc2)[C@H](CO)O1)c1ccccc1	-1	-2	-7	3	-1[16.7 µM]	1	-3	0.6
19	COc1c(C)cc(C(=O)C2CCCN(C(=O)c3cccc(F)c3)C2)cc1C (stereo not drawn)	-1	-6	·	-4	-5	-1	-1	0.9
20	C[C@H](CO)N1C[C@H](C)[C@H](CN(C)Cc2ccc3c(c2)OCO3)Oc2ccc(NC(=O)Nc3ccc(C(F)(F)F)cc3)cc2CC1=O	-18	-2	·	4	2[16.7 µM]	59	-19	0.2
21	O=C(c1ccc2c(=O)n3c(nc2c1)CCCCC3)N1CCc2ccccc21	17	3	4	47	0	-1	5	1.2
22	C[C@@H]1CN([C@@H](C)CO)C(=O)c2cccc(NC(=O)C3CCCCC3)c2O[C@H]1CN(C)S(=O)(=O)c1ccc(F)cc1	5	2	·	2	-10[16.7 µM]	4	13	-0.5
23	O=C(NCC(c1cccs1)N1CCOCC1)c1cc2ccccc2oc1=O (stereo not drawn)	10	-2	2	3	-3	-1	0	-0.9
24	Cc1ccc(-n2c(SCC(=O)Nc3cc(C)on3)nc3c([nH]c4ccccc43)c2=O)cc1	-1	-1	-2	0	-2	1	-6	-2.3
25	CCc1ccc(OCCCC(=O)NCc2ccccc2)cc1	-20	-8	-4	4	5	1	-6	·
26	COc1ccc(NC(=O)N(C)C[C@H]2Oc3c(NC(=O)Nc4c(C)noc4C)cccc3C(=O)N([C@H](C)CO)C[C@H]2C)cc1	22	0	·	5	24[16.7 µM]	0	-1	3.4
27	O=C(c1ccco1)N1CCN(c2ccc([N+](=O)[O-])cn2)CC1	1	9	-4	·	5	0	-1	2.5
28	CCNC(=O)c1cccc(NC(=O)CN2C(=O)NC3(CCCCC3)C2=O)c1	7	6	4	2	-5	2	-3	-2.3
29	COc1ccc(S(=O)(=O)Nc2ccc3c(c2)C(=O)N([C@H](C)CO)C[C@H](C)[C@@H](CN(C)C)O3)cc1	-6	-2	·	7	-3[16.7 µM]	-3	16	-0.1
30	CC/C(=N\N=C(/CC)c1ccccc1N)c1ccccc1N	7	-1	-1	·	3	1	11	·
31	O=C(O)C1C2CC3C(OC(=O)C31)C2Cl (stereo not drawn)	25	·	-6	-15	-8	·	-5	·
32	Cc1ccc(CNC(=O)COC(=O)CCOc2ccc(C)cc2)cc1	-13	·	-1	·	-2	·	4	0.8
33	C[C@@H]1CN([C@H](C)CO)C(=O)Cc2cc(NC(=O)Nc3ccc(F)cc3)ccc2O[C@H]1CN(C)Cc1ccc(-c2ccccc2)cc1	3	11	-5	4	-6[16.7 µM]	1	48	3.2
34	Nc1nnc(CCC2CCCCC2)s1	·	-4	·	13	5	0	-2	·
35	Cc1ccc(C(=O)CSc2nnc(-c3ccc4[nH]c(C)c(C)c4c3)o2)cc1C	49	5	-3	-2	-4	1	23	·
36	O=C(CNCc1cccs1)Nc1ccc(S(=O)(=O)N2CCCCC2)cc1	-1	·	6	-2	26	·	·	0.9
37	CC(=O)NC(CCS(C)(=O)=O)C(=O)Nc1cccc2ccccc12 (stereo not drawn)	3	0	2	·	·	-1	13	0.5
38	CC1Cc2nc(SCC(=O)Nc3nc4ccccc4s3)n(C)c(=O)c2S1 (stereo not drawn)	·	1	2	-16	-9	4	·	3.0
39	COc1cccc(NC(=O)N(C)C[C@H]2Oc3cc(C#CC4(O)CCCC4)ccc3S(=O)(=O)N([C@H](C)CO)C[C@@H]2C)c1	-6	1	7	5	29[16.7 µM]	-1	-4	-3.1
40	COc1ccc(-c2c(C)oc3c(CN4CCCC(C)C4)c(O)ccc3c2=O)cc1OC (stereo not drawn)	-7	-1	-11	·	-6	-3	4	-0.5
41	N#C[C@H]1[C@@H](c2ccc(C#CC3CC3)cc2)[C@@H](CO)N1S(=O)(=O)c1ccccc1	2	0	-3	0	·	-4	-51	1.9
42	Cc1cc(C)c2c(N)c(C(=O)N3CCN(c4ncccn4)CC3)sc2n1	·	0	·	8	5	-1	-3	·
43	COc1ccc(S(=O)(=O)Nc2ccc3c(c2)C(=O)N([C@@H](C)CO)C[C@H](C)[C@H](CN(C)Cc2ccccc2)O3)cc1	21	2	·	-6	-5[16.7 µM]	-2	4	1.3
44	O=C(O)CCCC(=O)N(Cc1ccccc1)Cc1ccccc1	·	-3	3	·	7	-1	-15	·
45	COc1ccccc1N1CCN(C(=O)CC(NC(=O)c2ccccc2Cl)c2ccccc2)CC1 (stereo not drawn)	3	3	-5	-2	3	0	6	-1.8
46	Cc1ccc2c(c1)[C@H]1[C@H](CO2)[C@H](c2ccccc2)[C@]2(C)C(=O)Nc3ccc(Cl)cc3C(=O)N12	·	7	6	·	-5	3	2	-1.2
47	O=C(C1CC1)N1C[C@@H]2[C@H](c3ccccc31)[C@H](CO)N2Cc1ccccc1Cl	6	2	24	-10	35[16.7 µM]	-3	13	-1.6
48	COc1ccccc1CN1C[C@@H]2C[C@@H](c3[nH]c4c(C)cccc4c3C)N3CCC[C@@]23C1=O	-17	·	-2	5	67	·	11	-3.8
49	Cc1ccc(N=C2NC(=O)/C(=C/C=C/c3ccco3)S2)cc1C	-20	-2	11	-13	-1	-3	·	·
50	COc1ccc(NC(=O)Nc2ccc3c(c2)CC(=O)N([C@@H](C)CO)C[C@H](C)[C@@H](CN(C)Cc2ccc(C(=O)O)cc2)O3)cc1	15	2	·	11	7[16.7 µM]	-2	-5	0.1
51	Cn1nc(-c2ccc(C(=O)N3CCN(Cc4ccccc4)CC3)cc2)c2ccccc2c1=O	4	3	8	·	0	0	-11	·
52	Cc1ccc2sc(N(CCCN(C)C)C(=O)CN3C(=O)c4ccccc4C3=O)nc2c1C	7	0	2	0	-15	0	-6	3.4
53	COc1ccc(N2CCN(C(CNC(=O)C(=O)NCCCO)c3ccco3)CC2)cc1 (stereo not drawn)	2	8	-7	3	5	4	2	3.5
54	COc1ccc(C(C)=O)cc1COC(=O)CSCC(=O)Nc1ccc(C)cc1	-43	-1	-1	-3	1	1	-5	0.1
55	O=C(Cc1cccs1)N1CCN(S(=O)(=O)c2ccc(Br)cc2)CC1	-6	-4	2	·	-6	-1	9	3.5
56	COc1ccc(/C=C/C(=O)N(C)C2CCS(=O)(=O)C2)cc1OC (stereo not drawn)	19	·	0	·	4	·	-2	·

Bioassay records deposited in PubChem by Broad Institute.
